FN deposit inh: inhibitors of fibronectin matrix deposition, primary screen, AH1F cells, Alexa488-fibronectin fluorescence, plate reader. AH1F fibroblasts, overnight. inhibition, % at 12.6 µM. hit rate 0.086% among 350,000;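 active = mean inhibition across replicates of 30% or more, regardless of how many single replicates reach that level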;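 note: positive control wells lacked labelled fibronectin entirely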
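Assay system: AH1F fibroblast monolayer, labelled fibronectin deposition. Amount: 10000 cells per well. Also added: labelled fibronectin 24 nM. Compound: single-point pinned compound. Incubation: cell attachment 1 h, compound and FN exposure overnight. Detection: fluorescence after three HBSS washes, excitation 485 nm, emission 525 nm. Read-out: inhibition of fibronectin deposition signal.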
PGC1a acetyl inh: inhibitors of PGC1a acetylation signal, primary screen, cell-based, U2OS, AlphaScreen, inhibitor mode. AlphaScreen anti-acetyl-lysine; with virally co-expressed GCN5 acetyltransferase. hit rate 0.17% among 350,000. AID 651687, 2012. inhibition, % at 15.6 µM;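 active = every replicate shows inhibition of at least 40%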;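 note: 0% = neutral control wells and 100% = positive control wells; some results beyond the cut were filed as inactive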
INS-1E GSIS act: GLuc luminescence reporter in INS-1E cells, primary screen for activators of glucose-dependent secretion of insulin. INS-1E GLuc reporter insulin secretion, 2-3 h. activation, % at 16.6 µM. hit rate 0.61% among 370,000;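 active = lowest replicate activation of at least 40%, so every replicate reaches that level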;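 note: 0% = median of neutral control wells and 100% = median of IBMX positive control wells; some compounds called inactive have numbers as strong as hits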
miR122 inh: miR-122 Renilla sensor signal increase in Huh7, primary screen, miR-122 inhibitor project, cell-based, single point, plate reader; AID 602342, 2012; hit rate 0.3% among 340,000; Huh7 miR-122 Renilla luciferase sensor, 48 h; neutral wells = 0, positive control = 100; activation (reporter increase), % at 12.5 µM;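 active = mean replicate activation score at least 90 and every replicate individually at or above 90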;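 note: higher luciferase means less miR-122 activity so hits act as miR-122 inhibitors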
Cneo AK release: Cryptococcus neoformans cell lysis inducers, primary screen, AK release luminescence, single concentration; C. neoformans lysis, adenylate kinase release luminescence, 4 h; normalised: neutral wells 0, clomiphene wells 100; lysis activity, % at 15 µM; hit rate 0.2% among 360,000; AID 651654, 2012;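 active = mean lysis activity across replicates of at least 80%, whatever share of replicates individually reach that level; inactive = mean lysis activity below 80%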
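Material: C. neoformans cells; Schedule: 4 h static compound exposure, 37 °C, read 1 h post-reagent; Measured by: adenylate kinase release luminescence; Read-out: signal increase indicating cell lysis; Controls: Clomiphene as positive lysis control.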
PglD DTNB: C. jejuni PglD acetyltransferase inhibitors, primary screen, biochemical, DTNB colorimetric, single point. purified PglD enzyme, DTNB colorimetric CoA detection. inhibition, % at 12.5 µM. hit rate 0.098% among 360,000; in the data active = inhibition above about 16%, passing the limit was not always enough; note: strong numbers were not always called active
Statin myotox sup: suppressors of statin myotoxicity in C2C12 myotubes, primary screen, cell-based, single point, plate reader | hit rate 0.78% among 330,000 | AID 602340, 2012 | rescue of ATP level, % at 7.49 µM | C2C12 myotubes + simvastatin, ATP luminescence, 48 h; scaled: DMSO 0, geranylgeraniol control 100;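 active = mean ATP rescue above about 67%, or every replicate alone reaching that limit, limit read from the data, passing the limit was not always enough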;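 note: myotubes were challenged with 10 µM simvastatin during compound exposure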
CFTR F508del cor: F508del CFTR correction, initial screen, CFBE line, single point; AID 720511, 2013; hit rate 0.36% among 350,000; CFBE cells, YFP halide quenching; stimulated with forskolin plus potentiator P3; % fluorescence drop versus neutral controls; activity (quench increase), % at 7.58 µM;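 active = mean added fluorescence quench of at least 8% versus neutral control, with both replicates also reaching 8%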;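 note: cells transiently co-express mutant CFTR-F508del with the halide-sensitive YFP; corrector assay measuring rescue of mutant channel to the surface after 24 h compound exposure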
* hit, by the source's call; / = not tested or not shown; & = joins results of further samples; [ ] = dose if it differs, or a comment. This is a random part of the collection, and some 2.1% of all compounds hit somewhere here.

SMILES	FN deposit inh	PGC1a acetyl inh	INS-1E GSIS act	miR122 inh	Cneo AK release	PglD DTNB	Statin myotox sup	CFTR F508del cor
CCOC(=O)c1cnn(-c2ccccc2)c1-n1cccc1C(=O)C(=O)Nc1ccccc1C(F)(F)F	/	-28	/	-6	-4	4	16	/
O=C(COC(=O)c1ccc(F)cc1Cl)NC1CCCCCCC1	6	6	/	-5	2	0	4	-0.6
C[C@@H]1CN([C@H](C)CO)C(=O)c2cc(/C=C/c3ccccc3)cnc2O[C@H]1CN(C)C(=O)c1cccnc1	/	0	14	-7[16.7 µM]	-3	0	19	0.3
CCOC(=O)N1CCN(S(=O)(=O)N2CCCC(C(=O)NCCc3ccccc3)C2)CC1 (stereo not drawn)	13	-6	3	-5	-1	-1	8	-4.5
COc1ccc(OC)c(C2=C[N+](=O)C(C)(C)C(C)(C)N2[O-])c1	/	-5	/	-6	-7	1	-2	/
O=C1NC(=O)c2cc(NC(=O)C3COc4ccccc4O3)ccc21 (stereo not drawn)	4	-7	1	-4	1	-2	-11	-0.6
CC1SC(c2ccc(Cl)cc2)NC1=O (stereo not drawn)	/	11	/	-3	1	4	1	/
COC(=O)[C@H](C)N(Cc1ccc(Cl)c(Cl)c1)S(=O)(=O)CCN1CCN(c2ccccc2)CC1	0	/	-19	2	-1	4	1	-4.3
CC1CCN(CC(=O)NC2CCCCC2)CC1	-2	-9	0	-1	0	-13	-6	3.3
COc1cccc2sc(N(CCCN(C)C)C(=O)c3ccc(S(=O)(=O)N4CCCc5ccccc54)cc3)nc12	2	-1	-27	-5	6	-5	-3	0.4
C[C@H]1CN([C@@H](C)CO)C(=O)c2ccccc2-c2ccccc2CO[C@H]1CN(C)S(=O)(=O)c1ccc(Cl)cc1	-14	-39	14	/	-2	-2	/	-3.9
COc1ccc(/C=C/C(=O)NC(=S)Nc2ccccn2)cc1	-20	-2	24	-4	-6	4	7	-1.4
CCN(CC)S(=O)(=O)c1cccc(NC(=O)CCSc2ccc(Cl)cc2)c1	3	4	-31	9	1	10	/	/
CC(OC(=O)c1cccc(-n2cnnn2)c1)C(=O)Nc1ccc(F)c(F)c1F (stereo not drawn)	-5	-6	-7	-1	0	-2	5	-2.0
CN(C)CCN(C(=O)c1ccc(S(=O)(=O)N2CCc3ccccc32)cc1)c1nc2ccc(F)cc2s1	4	0	24	-4	-1	-2	1	-2.1
C[C@H]1CN([C@@H](C)CO)C(=O)Cc2cc(NC(=O)CCC(F)(F)F)ccc2O[C@@H]1CN(C)C(=O)Nc1ccc(C(F)(F)F)cc1	4	-5	-5	12[16.7 µM]	-4	-1	30	-1.5
CCOC(=O)N1CCC(NC(=O)c2oc3c(C)c(C)ccc3c2C)CC1	2	/	-13	-5	4	-1	8	3.7
Cc1ccc(C2(C)NC(=O)N(CC(=O)Nc3ccc4c(c3)CCC4)C2=O)cc1 (stereo not drawn)	-3	3	-19	/	1	5	5	-1.4
C[C@H](CO)N1C[C@H](C)[C@@H](CN(C)S(=O)(=O)c2ccc3ccccc3c2)OCc2cn(nn2)CCCC1=O	-2&-20	7&11	0&-2	-3	0&-3	-2&3	6&-3&7	-4.8&-0.1&0.6
CCCCn1c(=O)[nH]c2c(oc3ccccc32)c1=O	6	/	15	/	0	1	-11	0.4

Entries above that have a furan ring, fused or not (two):
SMILES	FN deposit inh	PGC1a acetyl inh	INS-1E GSIS act	miR122 inh	Cneo AK release	PglD DTNB	Statin myotox sup	CFTR F508del cor
CCOC(=O)N1CCC(NC(=O)c2oc3c(C)c(C)ccc3c2C)CC1	2	/	-13	-5	4	-1	8	3.7
CCCCn1c(=O)[nH]c2c(oc3ccccc32)c1=O	6	/	15	/	0	1	-11	0.4

Looked up by structure from the entries so far:
SMILES	FN deposit inh	PGC1a acetyl inh	INS-1E GSIS act	miR122 inh	Cneo AK release	PglD DTNB	Statin myotox sup	CFTR F508del cor
O=C(COC(=O)c1ccc(F)cc1Cl)NC1CCCCCCC1	6	6	/	-5	2	0	4	-0.6
CCOC(=O)N1CCC(NC(=O)c2oc3c(C)c(C)ccc3c2C)CC1	2	/	-13	-5	4	-1	8	3.7
CC1SC(c2ccc(Cl)cc2)NC1=O (stereo not drawn)	/	11	/	-3	1	4	1	/
CCOC(=O)N1CCN(S(=O)(=O)N2CCCC(C(=O)NCCc3ccccc3)C2)CC1 (stereo not drawn)	13	-6	3	-5	-1	-1	8	-4.5
CC1CCN(CC(=O)NC2CCCCC2)CC1	-2	-9	0	-1	0	-13	-6	3.3

5 entries out of the list, ordered by heavy-atom count, descending.
SMILES	FN deposit inh	PGC1a acetyl inh	INS-1E GSIS act	miR122 inh	Cneo AK release	PglD DTNB	Statin myotox sup	CFTR F508del cor
C[C@H]1CN([C@@H](C)CO)C(=O)Cc2cc(NC(=O)CCC(F)(F)F)ccc2O[C@@H]1CN(C)C(=O)Nc1ccc(C(F)(F)F)cc1	4	-5	-5	12[16.7 µM]	-4	-1	30	-1.5
C[C@H](CO)N1C[C@H](C)[C@@H](CN(C)S(=O)(=O)c2ccc3ccccc3c2)OCc2cn(nn2)CCCC1=O	-2&-20	7&11	0&-2	-3	0&-3	-2&3	6&-3&7	-4.8&-0.1&0.6
CN(C)CCN(C(=O)c1ccc(S(=O)(=O)N2CCc3ccccc32)cc1)c1nc2ccc(F)cc2s1	4	0	24	-4	-1	-2	1	-2.1
CCOC(=O)N1CCC(NC(=O)c2oc3c(C)c(C)ccc3c2C)CC1	2	/	-13	-5	4	-1	8	3.7
COc1ccc(/C=C/C(=O)NC(=S)Nc2ccccn2)cc1	-20	-2	24	-4	-6	4	7	-1.4

More entries.
SMILES	FN deposit inh	PGC1a acetyl inh	INS-1E GSIS act	miR122 inh	Cneo AK release	PglD DTNB	Statin myotox sup	CFTR F508del cor
O=C(NC1CCC1)[C@H]1[C@H](CO)[C@H]2Cn3c(ccc(/C=C/c4ccccc4)c3=O)[C@H]2N1Cc1ccncc1	/	/	-5	3[16.7 µM]	-1	4	33	-0.9
C[C@@H]1CN([C@@H](C)CO)S(=O)(=O)c2ccc(C#C[C@@H](C)O)cc2O[C@H]1CN(C)C(=O)C1CCC1	/	7	4	0[16.7 µM]	-3	1	-2	-3.9
O=C(CSc1ccc(Cl)cc1)Nc1cccc(-c2nc3ncccc3o2)c1	-5	-7	/	-5	5	5	22	/
Nc1ccc(C(=O)OCCCc2nc3ccccc3[nH]2)cc1	/	-7	/	-1	-2	-13	/	/
C[C@H](CO)N1C[C@H](C)[C@H](CN(C)Cc2ccc(C(=O)O)cc2)Oc2c(NS(=O)(=O)c3cccs3)cccc2C1=O	/	16	-7	0[16.7 µM]	-2	7	-3	0.0
CCOC(=O)c1c(NC(=O)C(C)S(=O)(=O)c2cn(CC)c3ccccc23)sc2c1CCCC2 (stereo not drawn)	14	/	-17	-2	0	4	-4	-1.8
O=C(Nc1cc(Cl)ccc1N1CCOCC1)c1ccc(F)c(S(=O)(=O)N2CCOCC2)c1	3	-2	21	-3	0	-2	-3	2.1
C[C@H](CO)N1C[C@H](C)[C@H](CN(C)S(=O)(=O)c2ccccc2)Oc2c(NS(=O)(=O)c3cccs3)cccc2C1=O	-20	8	-11	22[16.7 µM]	-3	-2	60	-1.3
CCN(CC)CC(=O)c1c[nH]c2ccc(OC)cc12	0	-1	/	5	-2	2	/	/
N/C(=N\OC(=O)CCC1CCCCC1)c1ccccn1	1	-10	/	-8	5	0	-2	/
C[C@@H]1CN([C@@H](C)CO)C(=O)c2cc(C#Cc3ccccc3F)cnc2O[C@@H]1CN(C)C(=O)C1CCOCC1	0	3	-2	-2[16.7 µM]	2	-5	43	1.2
Cc1oc(-c2ccccc2)[n+]([O-])c1C	-1	-6	/	9	-1	-4	15	/
Nc1nc(-c2cccs2)c(NC(=O)c2ccccc2)s1	/	-9	5	-1	-2	-2	-6	-1.3
CSCCC(N=C1NS(=O)(=O)c2ccccc21)C(=O)NCc1ccccc1F (stereo not drawn)	-6	-4	-9	0	-1	1	/	0.1
CC(C)n1nccc1NS(=O)(=O)c1ccccc1	-19	/	-14	/	3	3	4	-2.5
CC1(c2nc3ccccc3[nH]2)CCC(=O)N1Cc1ccc(F)cc1 (stereo not drawn)	5	-10	3	3	0	0	9	-0.4
O=C(CSc1n[nH]c(-c2cccs2)n1)N1CCCCC1	7	-4	6	4	-2	-5	-11	-2.9
CO/N=C/c1ccc(Sc2ccccc2N)c([N+](=O)[O-])c1	/	-3	/	4	2	1	128*	/
COc1ccc(-c2csc3nc(-c4ccccc4F)oc(=O)c23)cc1OC	0	5	0	4	-2	-6	16	/
CC(C)CCNc1cc(=O)n(C)c(=O)n1C	/	-5	/	-5	0	-6	-4	/
Cc1cccc(NC(=O)CSc2ncnc3nc[nH]c23)c1	/	5	/	-3	-1	-5	-6	/
Cc1ccc(S(=O)(=O)Nc2ccc3c(c2)CC(=O)N([C@@H](C)CO)C[C@H](C)[C@@H](CN(C)S(C)(=O)=O)O3)cc1	6	-2	3	-2[16.7 µM]	59	9	14	-3.8
C[C@@H]1CN([C@H](C)CO)C(=O)c2cc(NC(=O)Nc3ccccc3)ccc2O[C@@H](C)CCCCO[C@@H]1CN(C)C(=O)NC1CCCCC1	15	-1	-7	-7[16.7 µM]	2	1	/	-3.6
COc1ccc2c3c([nH]c2c1)[C@H](CO)N(Cc1ccncc1)CC31CN(C(=O)CN(C)C)C1	-5	1	7	/	/	/	/	-1.9
CCOC(=O)c1c(NC(=O)CSc2nnc(Cc3csc(N)n3)n2C)sc(C)c1C	/	10	-8	0	-3	-1	1	/
O=C(Nc1ccccc1)C1CCN(C(=O)c2ccco2)CC1	-6	/	-5	0	-4	1	-1	2.2
Cc1cc(C)n2nc(C(=O)N/N=C/c3ccccc3Cl)nc2n1	-10	19	-7	-6	2	-9	11	-1.2
CN(C)C(=O)c1ccccc1Sc1ccc(Cl)cc1Cl	/	8	/	-1	0	3	21	/
Cc1cc(Cn2nnc3ccccc32)c(O)c(C(C)(C)C)c1	3	-22	-6	134*	-1	2	-14	2.5

Assay outcomes as filed in PubChem.
